Compound activity from PubChem.
EBNA-1 inhibitor: blocks EBNA-1 binding to DNA | EBNA-1 DNA binding, fluorescence polarization | inhibition, % at 14.8 µM | hit rate 0.34% among 300,000 | AID 1950; in the data active means inhibition above about 28%
GLD-1 TGE inh: GLD-1-TGE RNA interaction inhibition (C. elegans); purified GLD-1 + fluorescein TGE RNA, fluorescence polarization; inhibition, % at 5.96 µM; hit rate 0.44% among 320,000;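 active means percent inhibition above a per-plate cutoff, the plate mean of test compounds plus 3 SD, cut at about 30% in these data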;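 further: 0% = DMSO wells with GLD-1 and probe and 100% = wells lacking GLD-1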
Efflux pump inh: inhibitors of Candida antifungal efflux pumps expressed in yeast. inhibition, % at 10 µM. S. cerevisiae Candida pump triplex, Nile Red efflux. hit rate 0.44% among 330,000;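 active means plate passing quality check with inhibition over a set limit, or well fluorescence over plate mean plus 4 SD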;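 further: Nile Red retained in pooled yeast measured as flow cytometry median fluorescence; 0% = buffer negative control and 100% = Enniatin B positive control; higher means more Nile Red kept so more efflux inhibition; some compounds called inactive have numbers as strong as hits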
Fam108B inh: Fam108B inhibition, counter-screen for RBBP9 inhibitors. recombinant Fam108B, FP-Rh probe fluorescence polarization. inhibition, % at 9.51 µM. hit rate 0.33% among 300,000;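 active means inhibition above the screen mean inhibition plus 3 SD, computed separately per campaign, cut at about 18% in these data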;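 further: inhibitors lower polarization as less probe binds the enzyme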
ZTA counter: ZTA (EBV) inhibition in EBNA-1 counter-screen; ZTA-DNA binding, fluorescence polarization; inhibition, % at 11 µM; hit rate 0.15% among 320,000; AID 2234; in the data active means inhibition above about 33%
Target sequence (P03206 whole entry, looked up): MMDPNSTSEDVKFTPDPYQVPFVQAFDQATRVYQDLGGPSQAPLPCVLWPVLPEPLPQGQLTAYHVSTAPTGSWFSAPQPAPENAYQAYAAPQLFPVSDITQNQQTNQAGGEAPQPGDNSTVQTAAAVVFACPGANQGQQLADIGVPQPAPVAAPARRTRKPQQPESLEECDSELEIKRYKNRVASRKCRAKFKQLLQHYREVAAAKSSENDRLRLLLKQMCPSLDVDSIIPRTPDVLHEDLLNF
MEX-5 binding: C. elegans MEX-5 TCR-2 RNA binding activity; Q9XUB2; MEX-5/FITC-TCR2 RNA binding, fluorescence polarization; hits give low values; activity score (negative = inhibition of binding), % at 10 µM; hit rate 0.38% among 300,000; AID 1832;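 active means inhibition past about -25% in most replicates, and total fluorescence under double the plate's negative control median, limit read from the data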;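 further: 0% = DMSO and -100% = 5 µM competing unlabeled TCR2 RNA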
MCL1 BIM primary: disrupts human MCL1 binding to BIM-BH3 peptide. Q07820. GST-MCL1 / FITC-Bim-BH3 fluorescence polarization. inhibition, % at 10.9 µM. hit rate 0.68% among 320,000. AID 2057;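 active means inhibition above the mean inhibition of all tested compounds plus 3 SD, set per campaign, cut at about 40% in these data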;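 further: 0% = DMSO wells and 100% = unlabeled Bim-BH3 peptide control; higher means more loss of mP so more displacement of Bim peptide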
Target sequence (Q07820 whole entry, looked up): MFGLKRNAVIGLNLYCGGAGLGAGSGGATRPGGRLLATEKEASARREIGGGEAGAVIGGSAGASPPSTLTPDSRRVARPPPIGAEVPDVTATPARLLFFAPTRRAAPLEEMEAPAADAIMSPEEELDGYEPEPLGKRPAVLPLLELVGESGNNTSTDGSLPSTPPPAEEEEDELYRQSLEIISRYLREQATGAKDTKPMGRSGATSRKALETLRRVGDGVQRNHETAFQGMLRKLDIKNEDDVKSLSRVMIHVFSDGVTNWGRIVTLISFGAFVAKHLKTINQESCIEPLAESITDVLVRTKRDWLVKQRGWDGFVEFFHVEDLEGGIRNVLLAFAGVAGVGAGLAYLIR
CR mimetic SO: caloric restriction mimetics inhibiting age-related superoxide in yeast. S. cerevisiae aged cells, superoxide DHE fluorescence; hits give low values. superoxide response (% of plate mean), % at 10 µM. hit rate 0.18% among 330,000. AID 2690;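 active means superoxide response under a set limit, about three screen SD below normal, cut at about 65% in these data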;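 further: yeast aged for seven days with compound at 30 °C before DHE staining; 100% = average MFI of all compound-treated wells on the plate with controls excluded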
BCLXL inh: blocks human Bcl-xL binding to Bim BH3 peptide; inhibition, % at 10.9 µM; GST-Bcl-xL / FITC-Bim BH3 peptide fluorescence polarization; AID 2129; Q07817; hit rate 0.7% among 320,000;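 active means inhibition above the mean of all tested compounds plus 3 SD, cutoff set per campaign, cut at about 30% in these data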;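 further: 0% = DMSO wells and 100% = unlabeled Bim-BH3 peptide competitor; inhibitors lower millipolarization by displacing the labeled peptide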
Target sequence (Q07817 whole entry, looked up): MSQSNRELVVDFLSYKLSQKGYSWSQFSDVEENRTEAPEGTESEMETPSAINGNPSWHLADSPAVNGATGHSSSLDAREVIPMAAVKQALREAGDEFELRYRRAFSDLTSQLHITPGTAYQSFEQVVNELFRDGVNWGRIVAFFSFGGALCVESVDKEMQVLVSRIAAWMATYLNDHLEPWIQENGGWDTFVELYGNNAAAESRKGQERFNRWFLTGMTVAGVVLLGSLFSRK
* hit, by the source's call; x = no result given.

SMILES	EBNA-1 inhibitor	GLD-1 TGE inh	Efflux pump inh	Fam108B inh	ZTA counter	MEX-5 binding	MCL1 BIM primary	CR mimetic SO	BCLXL inh
CC(C)(C)c1ccc(OCc2ccc(C(=O)NCc3cccnc3)o2)cc1	-8	3	0.0	5	-8	3.0	-6	96	0
CCN1C(=O)N[C@H](c2ccc(Br)cc2)C(C(=O)OC)=C1C	9	3	0.1	0	1	2.5	3	103	4
NS(=O)(=O)c1cc(C(=O)N2CCc3ccccc32)c(Cl)cc1Cl	14	-3	-0.1	0	11	1.3	3	96	4
COc1cccc(CN2CCC(CO)(CC3CCCCO3)CC2)c1 (stereo not given)	-7	6	-0.1	2	-26	0.2	1	93	-2
Cc1ccc(C(=O)Nc2ccc(Oc3ccc(C(=O)O)c(C(=O)O)c3)cc2)cc1C	1	5	-0.2	-1	-11	-3.0	11	117	8
CCC1CCC/C1=N\NC(=O)CCC(=O)Nc1ccccc1Cl (stereo not given)	1	-3	-0.1	6	17	1.2	13	94	4
CCc1cc(S(N)(=O)=O)cc(CC)c1NC(C)=O	-3	-2	0.3	-5	-19	1.1	-2	95	3
CN1CCN(C(=O)C2CCCN(c3ncnc4c3nc3n4CCCCC3)C2)CC1 (stereo not given)	7	-7	-0.2	2	2	-1.8	1	93	4
CC(C)COC(=O)COc1cc(Cl)c(Cl)cc1Cl	x	2	-0.1	x	9	x	0	83	4
Cc1ccc(NC(=S)N(Cc2ccco2)C(C)c2cccs2)c(Cl)c1 (stereo not given)	-7	6	-0.1	-3	-13	-0.2	5	97	4
CCOC(=O)N1CCC(NC(=O)c2ccccc2C(=O)O)CC1	7	-1	-0.1	-3	8	1.8	-2	98	5
NC(=O)C1CCCN(CCc2ccccc2)C1 (stereo not given)	6	-3	-0.1	-4	4	-1.9	9	87	3
O=C(Nc1ccc(S(=O)(=O)N2CCOCC2)cc1)c1ccc2c(c1)S(=O)(=O)c1ccccc1C2=O	4	-8	0.0	-1	-18	-0.5	2	97	4
Cc1ccc(S(=O)(=O)NCc2cccnc2)cc1C(=O)N1CCCC1	-6	-1	-0.1	-1	-9	0.5	-2	99	2
CC(NC(=O)C1CCCN(S(=O)(=O)c2cccc3nonc23)C1)c1ccccc1 (stereo not given)	3	-1	0.0	-6	-8	5.1	2	80	0
COc1ccc(OC)c(-n2c(-c3cnccn3)n[nH]c2=S)c1	2	-5	-0.1	-1	8	-1.6	-13	140	-15
Nc1ccc(-c2nnn(Cc3ccccc3F)n2)cc1	-14	7	0.1	0	-16	-0.7	-4	99	-2
C=CCSc1nnc(NC(=O)c2ccc(NC(C)=O)cc2)s1	4	0	0.0	-5	-4	-0.4	-6	105	-4
O=C(Nc1ccccc1C(=O)NCc1cccnc1)c1cccc([N+](=O)[O-])c1	9	3	-0.1	3	7	-3.5	1	129	5
C/C(=N/NC(=O)CC1N=C(Cc2ccccc2)NNC1=O)c1cccnc1 (stereo not given)	8	4	0.0	3	6	1.1	4	94	-3
Cc1ccccc1-c1nc2sc(C)c(C)c2c(=O)o1	-10	3	0.1	-2	-20	-1.8	-8	118	8
CCN(CC1CCCN(CCc2cccc(F)c2)C1)C(=O)c1cc(C)oc1C (stereo not given)	6	3	-0.1	3	-1	x	3	98	7
O=C(Cn1ncc2c3ccccc3n(Cc3ccccc3)c2c1=O)N1CCN(c2ccccn2)CC1	5	2	0.0	4	-5	-2.4	11	66	-1
COc1cc(C(=O)O)ccc1OCC(=O)N1CCOCC1	12	1	-0.2	5	-3	-0.5	12	91	8
CNCCCOc1ccc(Cl)cc1C(C)(C)C	2	-17	-0.1	5	7	0.1	6	100	2
COc1ccccc1C(=O)Nc1cc(Cl)ccc1-n1cncn1	-21	-5	0.4	5	12	-3.2	-14	87	-16
COc1ccc(S(=O)(=O)Nc2ccc3oc(C)c(C(=O)O)c3c2)cc1	4	9	-0.2	-1	-3	-0.6	5	104	5
COC(=O)c1cc(S(=O)(=O)N2CCN(c3cccc(Cl)c3)CC2)c[nH]1	6	-2	-0.1	2	-1	0.5	-4	107	1
O=C(O)c1ccccc1SC1CC(=O)N(c2ccccc2)C1=O (stereo not given)	-3	5	-0.3	0	2	-5.2	2	113	1
CC(C)CC(NC(=O)c1cccc(Cl)c1)C(=O)O (stereo not given)	-19	-7	1.1	-3	1	0.9	-1	96	6
CCOc1ccc(/C=C/C(=O)Nc2ccccc2C(F)(F)F)cc1	0	0	-0.5	-7	5	0.7	9	92	6
COCC(=O)NCc1nc2ccccc2n1Cc1ccccc1F	2	7	-0.1	4	-13	x	3	96	0
CCn1c(=N)n(CC(O)c2cccs2)c2ccccc21 (stereo not given)	4	1	0.1	1	-6	1.0	3	98	1
CC(OC(=O)c1ccc2c(=O)n3c(nc2c1)CCCCC3)C(N)=O (stereo not given)	-6	2	0.1	0	-6	0.1	1	108	6
COc1ccc(CCN2C(=O)CN=C2Nc2ccc(F)cc2)cc1OC	-11	-9	-0.1	-2	-6	-0.2	5	93	6
COc1ccc(N2CCN(c3cc(C)c4ccc(C)cc4n3)CC2)cc1	-13	-3	0.2	-4	4	1.7	6	103	4

A different layout for 11 compounds above:
| mol | EBNA-1 inhibitor | GLD-1 TGE inh | Efflux pump inh | Fam108B inh | ZTA counter | MEX-5 binding | MCL1 BIM primary | CR mimetic SO | BCLXL inh |
| --- | --- | --- | --- | --- | --- | --- | --- | --- | --- |
| COc1ccccc1C(=O)Nc1cc(Cl)ccc1-n1cncn1 | -21 | -5 | 0.4 | 5 | 12 | -3.2 | -14 | 87 | -16 |
| COc1ccc(S(=O)(=O)Nc2ccc3oc(C)c(C(=O)O)c3c2)cc1 | 4 | 9 | -0.2 | -1 | -3 | -0.6 | 5 | 104 | 5 |
| COC(=O)c1cc(S(=O)(=O)N2CCN(c3cccc(Cl)c3)CC2)c[nH]1 | 6 | -2 | -0.1 | 2 | -1 | 0.5 | -4 | 107 | 1 |
| O=C(O)c1ccccc1SC1CC(=O)N(c2ccccc2)C1=O (stereo not given) | -3 | 5 | -0.3 | 0 | 2 | -5.2 | 2 | 113 | 1 |
| CC(C)CC(NC(=O)c1cccc(Cl)c1)C(=O)O (stereo not given) | -19 | -7 | 1.1 | -3 | 1 | 0.9 | -1 | 96 | 6 |
| CCOc1ccc(/C=C/C(=O)Nc2ccccc2C(F)(F)F)cc1 | 0 | 0 | -0.5 | -7 | 5 | 0.7 | 9 | 92 | 6 |
| COCC(=O)NCc1nc2ccccc2n1Cc1ccccc1F | 2 | 7 | -0.1 | 4 | -13 | x | 3 | 96 | 0 |
| CCn1c(=N)n(CC(O)c2cccs2)c2ccccc21 (stereo not given) | 4 | 1 | 0.1 | 1 | -6 | 1.0 | 3 | 98 | 1 |
| CC(OC(=O)c1ccc2c(=O)n3c(nc2c1)CCCCC3)C(N)=O (stereo not given) | -6 | 2 | 0.1 | 0 | -6 | 0.1 | 1 | 108 | 6 |
| COc1ccc(CCN2C(=O)CN=C2Nc2ccc(F)cc2)cc1OC | -11 | -9 | -0.1 | -2 | -6 | -0.2 | 5 | 93 | 6 |
| COc1ccc(N2CCN(c3cc(C)c4ccc(C)cc4n3)CC2)cc1 | -13 | -3 | 0.2 | -4 | 4 | 1.7 | 6 | 103 | 4 |

Following part
SMILES	EBNA-1 inhibitor	GLD-1 TGE inh	Efflux pump inh	Fam108B inh	ZTA counter	MEX-5 binding	MCL1 BIM primary	CR mimetic SO	BCLXL inh
COc1ccc(CNC(=S)Nc2cc(C)cc(C)c2)cc1	8	-7	0.0	2	15	-1.8	4	99	4
CCCn1nc2ccccc2c1P(=N)(N1CCOCC1)N1CCOCC1	9	0	-0.1	4	12	-1.3	10	85	3
N#Cc1c(-n2cccc2/C=N/O)sc2c1CCCC2	-4	-3	0.2	-3	-5	-1.4	-10	116	-2
Cc1cc(C)nc(-n2ncc3c2CC(c2cccc(Cl)c2)CC3=O)n1 (stereo not given)	-6	2	0.0	-5	13	3.4	-13	130	-8
O=c1oc2ccc3ccccc3c2cc1-c1nnc(-c2cccs2)o1	7	0	-0.8	-1	9	-4.4	15	100	6
Cc1ccc(-c2nc(CC(=O)Nc3cccc(S(=O)(=O)NC4=NCCC4)c3)cs2)cc1	x	-2	0.2	x	-21	x	-10	90	-5
O=C(NC1CC1)C1=C[C@H](c2ccc(C(F)(F)F)cc2)C[C@H](OCCCCO)O1	2	1	0.0	-3	-17	0.9	-1	104	-3
NC(=O)c1ccc(NC(=O)CCCc2nc(-c3ccccc3Cl)no2)cc1	-9	10	0.1	1	-11	-2.2	2	105	-3
O=C(NC1CCCc2ccccc21)c1ccccc1OC(F)F (stereo not given)	-13	5	0.0	3	-2	-0.7	-4	93	5
COc1ccccc1NC(=O)CSc1nnc(Cc2cccn2C)n1-c1ccc(F)cc1	-2	7	0.1	2	0	5.5	-4	91	-3
CCCCOc1ccccc1C(=O)N(Cc1ccc(C)o1)C1CCS(=O)(=O)C1 (stereo not given)	2	-2	0.3	2	-6	-1.3	3	106	6
CC12CCC(C(=O)N3CCc4ccccc43)(CC1=O)C2(C)C (stereo not given)	4	1	0.1	3	4	0.3	11	87	8
Cc1ccc(S(=O)(=O)NCC(=O)N2CCCC2C(=O)O)cc1 (stereo not given)	4	3	0.0	0	3	0.8	5	95	-2
CCOc1ccc(NC(=O)C(=O)NCc2ccncc2)cc1	-4	0	-0.1	1	11	-0.2	-1	92	8
CC(=O)Nc1cccc(N=NN2CCOCC2)c1	12	0	0.1	-1	3	0.0	-5	97	2
CCc1nc2ccc(C(=O)N3CCN(c4ccccc4F)CC3)cc2nc1CC	2	-4	0.0	-3	6	2.7	-2	96	7
O=C(N/N=C/c1cc([N+](=O)[O-])c(N2CCOCC2)cc1N1CCOCC1)c1cccnc1	-8	-12	-0.2	0	-6	-1.4	-1	105	3
O=C1CCC(c2ccccc2)(c2ccccc2)CC1	-15	-2	0.7	2	-5	1.8	-16	90	-4
COc1cccc(/C=C(/C(=O)OCC(=O)NCC2CCCO2)c2ccccc2)c1 (stereo not given)	-13	12	-0.2	1	-19	1.3	6	87	6
O=C(Nc1cccc(F)c1)Nc1ccc2c(c1)C(=O)OC2	5	2	0.0	-6	0	0.8	1	84	6
Cc1ccccc1C(=O)NC1CCN(CC(=O)Nc2ccc(N(C)C)cc2)CC1	-2	7	0.0	0	-9	1.9	27	95	7
COc1cccc(-n2c(=S)[nH]c3c(oc4ccccc43)c2=O)c1	-2	1	-0.1	3	-8	1.5	-7	100	4
Cc1ccccc1-c1nc(CS(=O)CC(=O)NCc2ccc3c(c2)OCO3)c(C)o1 (stereo not given)	5	-7	0.0	4	6	-1.8	-5	143	20
CN(C)C(=O)CSc1ncccc1-c1nc2ccccc2[nH]1	3	3	0.1	-1	0	1.4	-3	92	-15
COc1ccc(C2=NN(C(=O)CN3CCOCC3)C(c3nc4ccccc4[nH]3)C2)cc1 (stereo not given)	5	-4	-0.1	1	-4	-0.3	-3	94	1
CNC(=S)N/N=C(\C)c1ccc2c(c1)OCO2	-6	0	-0.1	-4	5	0.2	1	103	-2
Cn1c(CNC(=O)c2ccco2)nnc1SCC(=O)Nc1cccc(Br)c1	-3	0	0.1	-7	16	0.5	-18	117	-9
COc1ccc(/C=C(\NC(=O)c2ccccc2)C(=O)OCC2CCCN3CCCCC23)cc1OC (stereo not given)	-5	0	0.0	-1	-1	0.5	6	104	8

Hits appear at their usual frequency; overall some 2.3% were active at least once.
